Screening results as filed in PubChem.
Yeast superoxide – yeast age-related superoxide inhibition as caloric restriction mimetic. S. cerevisiae aged cells, superoxide DHE fluorescence; stronger effect = lower value. 0.18% of 330,000 active. superoxide response (% of plate mean), % at 10 µM;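 active = superoxide response under a set limit, about three screen SD below normal, cut at about 65% in these data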;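 also: yeast aged for seven days with compound at 30 °C before DHE staining; 100% = average MFI of all compound-treated wells on the plate with controls excluded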
AHR activator – human AHR activation | AHR-responsive luciferase reporter cells, luminescence | AID 2796 | 2.5% of 320,000 active | P35869 | activation, % at 5 µM; in the data active = activation above about 47%;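 also: 0% = vehicle wells and 100% = reference agonist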
Target sequence (P35869 whole entry, looked up): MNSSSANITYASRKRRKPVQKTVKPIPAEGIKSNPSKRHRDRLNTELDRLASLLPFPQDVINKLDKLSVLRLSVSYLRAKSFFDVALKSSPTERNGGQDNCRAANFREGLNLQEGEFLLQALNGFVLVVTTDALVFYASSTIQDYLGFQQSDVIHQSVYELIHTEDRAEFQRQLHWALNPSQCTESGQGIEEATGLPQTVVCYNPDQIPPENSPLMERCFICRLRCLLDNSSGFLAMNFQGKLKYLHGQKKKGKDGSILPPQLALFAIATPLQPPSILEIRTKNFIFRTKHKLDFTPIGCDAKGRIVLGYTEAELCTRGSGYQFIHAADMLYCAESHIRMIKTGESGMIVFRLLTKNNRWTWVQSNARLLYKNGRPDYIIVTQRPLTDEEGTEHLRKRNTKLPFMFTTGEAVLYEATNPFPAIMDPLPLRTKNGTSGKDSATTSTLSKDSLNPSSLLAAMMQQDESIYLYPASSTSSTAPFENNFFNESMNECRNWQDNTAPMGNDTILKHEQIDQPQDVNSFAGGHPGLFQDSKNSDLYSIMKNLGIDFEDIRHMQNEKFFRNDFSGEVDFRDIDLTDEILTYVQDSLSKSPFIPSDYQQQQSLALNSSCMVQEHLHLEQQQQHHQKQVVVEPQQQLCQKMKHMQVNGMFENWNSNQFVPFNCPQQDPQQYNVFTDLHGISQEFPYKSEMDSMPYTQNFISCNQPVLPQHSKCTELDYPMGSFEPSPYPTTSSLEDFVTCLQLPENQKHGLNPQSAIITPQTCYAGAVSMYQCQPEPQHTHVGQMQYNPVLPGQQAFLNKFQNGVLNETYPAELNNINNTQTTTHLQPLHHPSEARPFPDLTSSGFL
LAP4 TOR yeast – alters LAP4-GFP fluorescence in TOR pathway yeast screen; S. cerevisiae LAP4-GFP multiplex, flow cytometry GFP, 3 h; median GFP as percent of DMSO wells; GFP response vs DMSO, % at 10 µM; 0.34% of 320,000 active; AID 2023;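 active = GFP response vs DMSO above a set limit, about the screen mean plus 3 SD, cut at about 150% in these data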
RPL19A-GFP yeast – yeast TOR pathway RPL19A-GFP modulation; S. cerevisiae RPL19A-GFP strain, flow cytometry, 3 h; stronger effect = lower value; percent response vs DMSO, % at 10 µM; 0.3% of 330,000 active;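 active = percent response vs DMSO below 50%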;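 also: median channel GFP fluorescence of the barcoded RPL19A-GFP strain; ratio of sample median GFP to plate DMSO average so 100% = DMSO; lower means less RPL19A-GFP as with rapamycin TOR inhibition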
CIT2-GFP yeast – yeast TOR pathway CIT2-GFP modulation | S. cerevisiae CIT2-GFP strain, flow cytometry, 3 h; 100 means same as DMSO wells | 0.065% of 320,000 active | GFP response vs DMSO, % at 10 µM;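 active = GFP response relative to DMSO above a set limit, near the screen mean plus 3 SD, cut at about 150% in these data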;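 also: ratio of well median GFP fluorescence to mean of DMSO wells on the plate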
MEP2-GFP yeast – yeast TOR pathway MEP2-GFP modulation; S. cerevisiae MEP2-GFP strain, flow cytometry GFP, 3 h; 100% = DMSO control level; GFP response vs DMSO, % at 10 µM; 0.51% of 330,000 active; AID 2016;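 active = GFP response versus DMSO above a set limit, roughly screen mean plus 3 SD, cut at about 180% in these data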;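 also: median GFP fluorescence of the barcode-gated MEP2-GFP cells per well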
Efflux pump mplx – inhibitors of Candida antifungal efflux pumps expressed in yeast; S. cerevisiae Candida pump triplex, Nile Red efflux; 0.44% of 330,000 active; inhibition, % at 10 µM;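 active = plate passing quality check with inhibition over a set limit, or well fluorescence over plate mean plus 4 SD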;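 also: Nile Red retained in pooled yeast measured as flow cytometry median fluorescence; 0% = buffer negative control and 100% = Enniatin B positive control; higher means more Nile Red kept so more efflux inhibition; some compounds called inactive have numbers as strong as hits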
AGP1 TOR yeast – alters AGP1-GFP fluorescence in TOR pathway yeast screen | GFP response vs DMSO, % at 10 µM | AID 2066 | S. cerevisiae AGP1-GFP multiplex flow cytometry, 3 h; GFP as percent of DMSO wells | 0.02% of 320,000 active;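 active = GFP response relative to DMSO above a set limit, near screen average plus 3 SD, cut at about 150% in these data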;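 also: median GFP channel fluorescence of the gated AGP1 strain per well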
Active calls of the source: *; . = not tested or not shown.

SMILES | Yeast superoxide | AHR activator | LAP4 TOR yeast | RPL19A-GFP yeast | CIT2-GFP yeast | MEP2-GFP yeast | Efflux pump mplx | AGP1 TOR yeast
COc1ccc(CN2C(=O)CCC2(C)C(=O)NC2CCCCC2)c(OC)c1 (configuration not stated) | 101 | 2 | 85 | 101 | 99 | 103 | -0.2 | 116
CCN1CCN(C(=O)/C=C/c2ccccc2[N+](=O)[O-])CC1 | 91 | 9 | 95 | 105 | 103 | 103 | 0.0 | 108
CN1C2C(Br)CCCCN2c2ccc(F)cc2S1(=O)=O (configuration not stated) | 104 | -2 | 94 | 105 | 105 | 106 | -0.3 | 98
O=C1N=c2ccccc2=C1c1c(O)n(-c2cccc(F)c2)[nH]c1=O | 126 | 15 | 200* | 77 | 74 | 97 | 0.3 | 89
CCN(CC)S(=O)(=O)c1ccc(-c2nnc(SCC(N)=O)n2CC)cc1 | 91 | 4 | 102 | 95 | 98 | 96 | 0.3 | 102
N=c1c(C(=O)NCc2ccc(F)cc2)cc2c(=O)n3ccccc3nc2n1Cc1ccco1 | 109 | -1 | 87 | 100 | 94 | 96 | -0.1 | 89
CCOC(=O)C1CCN(C(=O)COc2ccc(Br)cc2)CC1 | 103 | -3 | 122 | 118 | 112 | 107 | 0.1 | 117
O=C(NCc1cccnc1)C1CCC(CNS(=O)(=O)c2cccc3nsnc23)CC1 (configuration not stated) | 86 | 1 | 101 | 100 | 109 | 101 | -0.1 | 113
C/C(=C\c1ccc(C(=O)O)cc1)c1ccc2c(c1)C(C)(C)CCC2(C)C | 95 | -6 | 103 | 99 | 86 | 95 | -0.1 | 90
COc1ccc(C(=O)Oc2ccc(/C=N/NC(=O)c3ccccc3OC)cc2[N+](=O)[O-])cc1 | 108 | 11 | 117 | 102 | 105 | 195* | 0.1 | 100
O=c1cccc(-c2ccc(Br)cc2)o1 | 91 | -4 | 107 | 103 | 113 | 103 | 0.0 | 106
COc1ccc(OCCCC(=O)Nc2cccc(C(C)=O)c2)cc1 | 87 | 1 | 92 | 99 | 94 | 101 | 1.4 | 96
O=S(=O)(Nc1ccc(-n2cnnn2)cc1)c1ccccc1F | 111 | 0 | 107 | 103 | 109 | 106 | -0.3 | 111
CC(Sc1nnc(C2CC2)n1C1CC1)C(=O)Nc1cccc(S(=O)(=O)N2CCOCC2)c1 (configuration not stated) | 105 | 1 | 104 | 98 | 99 | 95 | -0.1 | 98
Cc1ccc(S(=O)(=O)Nc2nc(C)c(C)s2)cc1 | 82 | 3 | 73 | 110 | 92 | 105 | -0.2 | 94
COc1ccc(N(CC(=O)Nc2c(C)n(C)n(-c3ccccc3)c2=O)S(=O)(=O)c2ccc(C)cc2)cc1OC | 108 | -1 | 96 | 103 | 101 | 102 | -0.3 | 100
O=C(c1ccccc1Oc1ccccc1)N1CCN(c2ccccc2F)CC1 | 107 | -2 | 100 | 96 | 95 | 99 | 0.1 | 100
Fc1ccc2[nH]c3c(N4CCN(c5ccccc5)CC4)ncnc3c2c1 | 94 | 8 | 117 | 102 | 103 | 106 | 0.3 | 95
CCN(CC)S(=O)(=O)c1cccc(C(=O)Nc2ccc(Cl)cn2)c1 | 100 | 16 | 97 | 95 | 94 | 97 | 0.0 | 102
CCN(CC(=O)NCc1cccs1)C(=O)CCCOc1ccccc1 | 91 | 8 | 103 | 96 | 100 | 98 | 0.2 | 100
O=C(NNc1nccc(C(F)(F)F)n1)Nc1cccc(Cl)c1 | 94 | 14 | 96 | 97 | 96 | 103 | 0.0 | 97
COc1ccc(C(c2nnnn2C2CCCC2)N2CCN(c3ccccc3)CC2)cc1 (configuration not stated) | 102 | -1 | 89 | 97 | 89 | 94 | 0.1 | 102
Cc1cc(NC(=O)C2CC(c3ccc(F)cc3)=NO2)n(-c2ccccc2)n1 (configuration not stated) | 112 | -1 | 106 | 104 | 124 | 101 | 0.0 | 112
CC(=O)n1nc(-c2ccccc2)nc1NCc1cccs1 | 93 | 10 | 107 | 95 | 99 | 100 | -0.1 | 103
CCOc1ccc(C(=O)OCC(=O)N2CCCC2)cc1 | 83 | -1 | 97 | 102 | 108 | 111 | 0.2 | 99
Cc1cc(C)n(CCC(=O)N2CCN(S(=O)(=O)c3ccc(C)c(C)c3)CC2)n1 | 103 | -1 | 90 | 102 | 97 | 100 | 0.2 | 97
CC(=O)CCc1oc2ccc(C)cc2c1-c1ccccc1 | 115 | 5 | 132 | 93 | 88 | 95 | 0.3 | 97
COC(=O)c1ccc(NC(=O)Nc2ccc(F)cc2)cc1 | 104 | -4 | 103 | 100 | 102 | 105 | 0.0 | 94
CCOC(=O)C1(S(=O)(=O)c2ccccc2)CCN(Cc2ccc(Cl)cc2)CC1 | 104 | 3 | 102 | 96 | 98 | 100 | 0.1 | 102
Nc1nc(NCCCN2CCOCC2)nc(NCc2ccccc2)c1[N+](=O)[O-] | 117 | 1 | 126 | 100 | 108 | 105 | -0.1 | 130
COc1cc(C(=O)N2CCN(c3cc(Cl)ccc3Cl)CC2)cc(OC)c1OC | 101 | 0 | 94 | 100 | 110 | 95 | 0.6* | 100
O=C(NC(=S)NC1CCCc2ccccc21)c1ccc(F)cc1 (configuration not stated) | 109 | 11 | 110 | 94 | 86 | 100 | 0.6 | 96
Clc1ccc(OCc2nn3c(-c4ccco4)nnc3s2)c(Cl)c1 | 114 | -4 | 110 | 102 | 96 | 103 | -0.1 | 97
Cc1ccc(NS(=O)(=O)c2cccs2)cc1S(=O)(=O)N1CCCCCC1 | 94 | -1 | 105 | 96 | 104 | 96 | -0.3 | 101
CCOC(=O)c1c(NC(=O)C[n+]2ccc(N(C)C)cc2)sc(C)c1C | 100 | -1 | 97 | 97 | 98 | 97 | 0.1 | 104
CCOC(=O)c1c(C)n(C)c2ccc(OCC(N)=O)cc12 | 102 | 70* | 98 | 102 | 94 | 90 | -0.1 | 98
COc1ccc(C2CC(c3ccccc3)=NN2C(=O)COC(=O)COc2ccccc2)cc1 (configuration not stated) | 103 | 1 | 119 | 104 | 102 | 117 | 0.0 | 111
O=C(O)CSc1cnc2ccccc2n1 | 97 | 12 | 102 | 99 | 110 | 109 | -0.1 | 109
Cc1cc(SCC(=O)Nc2ccccc2)n2ncc(-c3ccccc3)c2n1 | 99 | 5 | 101 | 95 | 95 | 91 | -0.1 | 98
CCOC(=O)c1ccc(S(=O)(=O)N2CCC(C(=O)OCC)CC2)cc1 | 91 | -3 | 97 | 93 | 87 | 95 | 0.0 | 91
O=C(Nc1nnc(-c2ccc(Cl)s2)o1)C1CC1 | 91 | 0 | 104 | 102 | 100 | 100 | 0.0 | 103
Cc1ccc(NC(=O)C2CC(=O)NC(N3CCCCC3)=N2)cc1Cl (configuration not stated) | 99 | 12 | 90 | 103 | . | 100 | 0.0 | 106
Cc1ccccc1NC(=O)NCCCN1CCCC1=O | 99 | 2 | 111 | 87 | 89 | 91 | 0.2 | 98
COC(=O)[C@@H]1C[C@@H](c2ccccc2)[C@H](C)C1(C)C | 91 | 2 | 121 | 103 | 99 | 93 | -0.2 | 85
CCCn1c(N)cc(=O)n(CCC)c1=O | 96 | 0 | 101 | 95 | 92 | 87 | 0.1 | 96

Ordered by molecular weight (largest number first): some entries from above
SMILES | Yeast superoxide | AHR activator | LAP4 TOR yeast | RPL19A-GFP yeast | CIT2-GFP yeast | MEP2-GFP yeast | Efflux pump mplx | AGP1 TOR yeast
CCOC(=O)c1ccc(S(=O)(=O)N2CCC(C(=O)OCC)CC2)cc1 | 91 | -3 | 97 | 93 | 87 | 95 | 0.0 | 91
CCOC(=O)c1c(C)n(C)c2ccc(OCC(N)=O)cc12 | 102 | 70* | 98 | 102 | 94 | 90 | -0.1 | 98
Cc1ccccc1NC(=O)NCCCN1CCCC1=O | 99 | 2 | 111 | 87 | 89 | 91 | 0.2 | 98
O=C(Nc1nnc(-c2ccc(Cl)s2)o1)C1CC1 | 91 | 0 | 104 | 102 | 100 | 100 | 0.0 | 103

(listing goes on)
SMILES | Yeast superoxide | AHR activator | LAP4 TOR yeast | RPL19A-GFP yeast | CIT2-GFP yeast | MEP2-GFP yeast | Efflux pump mplx | AGP1 TOR yeast
CN1CCN(c2ccc(NC(=O)COc3ccc4ccccc4c3)cc2)CC1 | 107 | 2 | 98 | 99 | 114 | 110 | 0.1 | 101
O=C(Cn1ncc(Cl)c(Cl)c1=O)c1ccc(Cl)cc1 | 103 | 2 | 93 | 88 | 71 | 99 | -0.1 | 97
CC1=NNC(=O)C1CCC(=O)N/N=C\c1ccc(Cl)c(Cl)c1 (configuration not stated) | 107 | 14 | 99 | 96 | . | 98 | -0.1 | 97
O=C1NC2(CCSC2)C(=O)N1CC(=O)N(Cc1ccccc1)C1CCS(=O)(=O)C1 (configuration not stated) | 86 | 2 | 101 | 99 | 82 | 96 | 0.1 | 95
CC(=O)c1cccc(N(CC(=O)Nc2ccc(F)cc2F)S(C)(=O)=O)c1 | 85 | -3 | 97 | 100 | 99 | 97 | 0.1 | 99
COc1cc(C(=O)Nc2cc(C(F)(F)F)ccc2Cl)cc(OC)c1OC | 102 | 7 | 94 | 96 | 106 | 102 | -0.1 | 102
Cc1cc(NC(=O)C(=O)c2c(C)[nH]c3ccccc23)no1 | 98 | -3 | 101 | 98 | 99 | 102 | 0.1 | 103
CC(C)CN1CCN(Cc2nc3ccccc3s2)CC1CCO (configuration not stated) | 119 | 13 | 94 | 99 | 101 | 101 | -0.1 | 98
Cc1cc(C(=O)N/N=C/c2c[nH]c3ccccc23)cs1 | 106 | 32 | 102 | 100 | 102 | 101 | -0.6 | 99
COc1cccc(CNCC(=O)N2C(C)CCCC2C)c1 (configuration not stated) | 74 | -2 | 102 | 107 | 119 | 114 | -0.1 | 113
Cc1nonc1NC(=O)c1oc2ccc(F)cc2c1C | 114 | 44 | 103 | 104 | 107 | 106 | 0.0 | 105
COc1cccc(C(C)NC(=O)c2c(F)cccc2Cl)c1 (configuration not stated) | 112 | 3 | 98 | 101 | 104 | 106 | 0.0 | 102
Cc1noc(NC(=O)c2c(-c3c(Cl)cccc3Cl)noc2C)c1[N+](=O)[O-] | 107 | -1 | . | 101 | . | 98 | 0.1 | .
O=S(=O)(NCCc1ccccc1)c1cccc2cccnc12 | 98 | 1 | 107 | 94 | 90 | 96 | -0.1 | 98
COc1ccc(C(NC(=O)/C=C/c2ccco2)c2ccc(OC)c(OC)c2)cc1 (configuration not stated) | 92 | 4 | 105 | 104 | 107 | 94 | -0.1 | 104
O=C(NCc1cccnc1)C(=O)Nc1nc(-c2ccccc2)cs1 | 101 | 9 | 109 | 98 | 98 | 102 | 0.0 | 103
Cc1nn(Cc2ccccc2)c(Cl)c1C(=O)OCc1nnc(-c2ccccc2)o1 | 93 | 0 | 111 | 98 | 89 | 110 | 0.0 | 100
Cc1cc(-c2nsc(=O)o2)c(S(C)(=O)=O)s1 | 100 | -4 | 112 | 96 | 95 | 100 | 0.0 | 99
OCCC1CN(Cc2cccn2-c2cccnc2)CCN1Cc1ccc(F)cc1 (configuration not stated) | 114 | 4 | 108 | 101 | 97 | 103 | 0.0 | 98
N#Cc1cc2ccc(N3CCOCC3)cc2cc1C#N | 96 | 22 | 96 | 93 | 95 | 97 | 0.3 | 95
Cc1ccc(C(=O)Nc2scc(-c3ccccc3)c2C(=O)O)o1 | 119 | -1 | 90 | 113 | 106 | 106 | -0.4 | 102
CC(C)[C@H](NC(=O)C1CCN(C(=O)[C@H](Cc2ccccc2)NC(=O)OC(C)(C)C)CC1)C(=O)O | 90 | 0 | 93 | 99 | 95 | 108 | 0.0 | 94
CC(=NCc1ccco1)c1c(O)n(C2CCCCC2)c(=O)[nH]c1=O | 98 | -7 | 97 | 98 | 89 | 99 | 0.2 | 94
Cc1ccc(NC(=O)C2CC(c3ccc(F)cc3)=NO2)cc1 (configuration not stated) | 105 | -3 | 104 | 97 | 87 | 100 | -0.1 | 96
